NPC1 prom act: activates the NPC1 promoter; AID 485313; actives 2.4% (n = 320,000); Potency, µM (top dose mostly 9.22 µM), inactives show top-dose activation, usual class: activators; Huh7 NPC1 promoter luciferase reporter, 24 h;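 also: potency is read from the fitted curve at half-maximal effect; % of control where 0% means no effect; nearly all actives have a fitted effect of over 60% in size; reporter is driven by a mutant NPC1 promoter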
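Luminescence read-out of NPC1 promoter-driven luciferase in stably transfected Huh7 cells; compounds delivered in DMSO and left 24 h at 37C, 5% CO2, qHTS titration format.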
KCNH2 3.1 block: KCNH2 3.1 (human) potassium channel inhibition. U2OS KCNH2 3.1, thallium flux FluxOr; hits give low values. activity change, % (tested at about 1.8 µM). actives 0.95% (n = 340,000). AID 720553;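 active = maximum activity change below -70%; inconclusive = maximum activity change from -70% to -50%; inactive = maximum activity change above -50%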;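 also: thallium influx rate constant from kinetic fluorescence after stimulation buffer; % is scaled to controls: 0 for no effect and ±100 for the full control effect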
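Thallium flux via FluxOr fluorescence (Red40 quencher, 45 min loading) in U2OS cells virally expressing the KCNH2 3.1 isoform (1.77 x 10^8 /mL virus, overnight at 37 C). Rate constants from 2-min kinetic reads post-stimulation, normalised to positive and negative controls.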
RORg inh: ROR gamma (mouse) transcription inhibition | Potency, µM (titrated, usually from 53.6 µM), for inactives: top-dose activity change, negative = inhibition, most hits filed as inhibitors | Drosophila S2 Gal4-RORgamma UAS-luciferase reporter, 20 h | P51450 | actives 5.4% (n = 310,000) | AID 2551; also: potency is read from the fitted curve at half-maximal effect; % is scaled to controls: 0 for no effect and ±100 for the full control effect; nearly all actives have a fitted effect of over 60% in size
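Compounds are pin-transferred onto Drosophila Schneider cells expressing a copper-inducible Gal4–ROR gamma transactivation domain fusion. After 1 hr, copper sulfate is added to 700 uM final; luciferase is read 20 hr later.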
ELG1 genotoxic: induces genotoxicity in HEK293T cells with luciferase-tagged ELG1; HEK293T ELG1-luciferase reporter, luminescence, 16 h; Potency, µM (doses to about 46 µM), without a hit: at the top dose activity change, positive = activation, most hits filed as activators; actives 1.3% (n = 330,000); AID 504466; also: potency is read from the fitted curve at half-maximal effect; % of control where 0% means no effect; nearly all actives have a fitted effect of over 60% in size
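After overnight (16 hr) compound treatment at 37 °C, ELG1-luciferase HEK293T cells were lysed with ONE-Glo; luminescence quantified 30 min later at room temperature.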
VP16 counter: counter-screen for ROR gamma inhibitors: Gal4-VP16 reporter | Drosophila S2 Gal4-VP16 UAS-luciferase, luminescence, 20 h | Potency, µM (top dose mostly 53.6 µM), without a hit: at the top dose activity, negative = inhibition, most hits filed as inhibitors | actives 3.5% (n = 310,000) | AID 2546;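 also: Gal4-VP16 expression switched on by copper sulfate through the metallothionein promoter; potency is read from the fitted curve at half-maximal effect; % is scaled to controls: 0 for no effect and ±100 for the full control effect; nearly all actives have a fitted effect of over 50% in size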
Coupling enz: coupling enzyme interference in Giardia aldolase counter-screen; coupling enzyme system counterscreen, AmpLite Red fluorescence; activity change, negative = inhibition, % at 58.2 µM, hits read low; actives 0.67% (n = 290,000); AID 2472; in the data active = activity change below about -30%; also: % is scaled to controls: 0 for no effect and ±100 for the full control effect
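Activity here indicates interference with the coupling reaction, not aldolase inhibition. Compounds at 57.5 uM final met coupling enzymes for 10 min at RT; substrate and AmpLite Red detection followed, with a 525/598 nm fluorescence read after 20 min.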
Rab9 prom act: activates the Rab9 promoter; actives 2.8% (n = 320,000); Huh7 Rab9 promoter-luciferase reporter, luminescence, 24 h; AID 485297; Potency, µM (series often up to 9.22 µM), without a hit: at the top dose activation, negative = inhibition, actives largely listed as activators; also: potency is read from the fitted curve at half-maximal effect; % of control where 0% means no effect; nearly all actives have a fitted effect of over 60% in size
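Huh7 cells stably carrying Rab9 promoter–luciferase reporter, plated 1500 cells/well, compound added after 2 h and incubated 24 h at 37 °C; luciferase luminescence then read after 10 min with detection reagent.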
Tb PFK block: inhibitors of T. brucei phosphofructokinase. Potency, µM (series often up to 57.5 µM), inactives show top-dose activity, negative = inhibition, usual class: inhibitors. O15648. actives 0.17% (n = 330,000). T. brucei PFK, ADP-Glo luminescence;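 also: potency is read from the fitted curve at half-maximal effect; 0% = uninhibited 1x PFK enzyme wells and -100% = no-enzyme wells; nearly all actives have a fitted effect of over 60% in size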
Target sequence (O15648 whole entry, looked up): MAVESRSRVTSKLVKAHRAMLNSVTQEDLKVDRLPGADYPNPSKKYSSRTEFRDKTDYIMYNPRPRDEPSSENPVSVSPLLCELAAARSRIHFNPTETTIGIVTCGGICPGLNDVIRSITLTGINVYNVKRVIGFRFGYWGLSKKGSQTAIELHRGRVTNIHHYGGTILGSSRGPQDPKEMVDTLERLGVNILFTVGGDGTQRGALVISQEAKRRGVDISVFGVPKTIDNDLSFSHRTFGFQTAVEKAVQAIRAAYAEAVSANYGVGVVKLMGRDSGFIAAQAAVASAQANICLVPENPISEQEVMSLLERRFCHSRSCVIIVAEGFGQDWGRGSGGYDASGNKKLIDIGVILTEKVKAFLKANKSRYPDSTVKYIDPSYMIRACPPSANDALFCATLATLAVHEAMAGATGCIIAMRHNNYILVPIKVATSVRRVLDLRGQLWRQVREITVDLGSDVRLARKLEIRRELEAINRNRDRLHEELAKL
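PFK 1.25 nM, F6P 0.5 mM, ATP 0.1 mM, 0.1 M TEA pH 8.0, 5 mM MgCl2, 0.01% Tween20, 0.1% BSA; 45 min RT. ADP-Glo readout. qHTS titration up to 57 uM; curves fitted, compounds curve-classed.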
FLuc modulator: firefly luciferase modulation, counter-screen for miR-21 project. AID 588342. P08659. purified FLuc, Km substrates, luminescence inhibition. Potency, µM (highest dose often 57.5 µM), for inactives: top-dose activity change, negative = inhibition, most hits filed as inhibitors. actives 6.9% (n = 360,000);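 also: potency is read from the fitted curve at half-maximal effect; plate controls were vehicle for no effect and reference inhibitor for full effect; nearly all actives have a fitted effect of over 55% in size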
Target sequence (P08659 whole entry, looked up): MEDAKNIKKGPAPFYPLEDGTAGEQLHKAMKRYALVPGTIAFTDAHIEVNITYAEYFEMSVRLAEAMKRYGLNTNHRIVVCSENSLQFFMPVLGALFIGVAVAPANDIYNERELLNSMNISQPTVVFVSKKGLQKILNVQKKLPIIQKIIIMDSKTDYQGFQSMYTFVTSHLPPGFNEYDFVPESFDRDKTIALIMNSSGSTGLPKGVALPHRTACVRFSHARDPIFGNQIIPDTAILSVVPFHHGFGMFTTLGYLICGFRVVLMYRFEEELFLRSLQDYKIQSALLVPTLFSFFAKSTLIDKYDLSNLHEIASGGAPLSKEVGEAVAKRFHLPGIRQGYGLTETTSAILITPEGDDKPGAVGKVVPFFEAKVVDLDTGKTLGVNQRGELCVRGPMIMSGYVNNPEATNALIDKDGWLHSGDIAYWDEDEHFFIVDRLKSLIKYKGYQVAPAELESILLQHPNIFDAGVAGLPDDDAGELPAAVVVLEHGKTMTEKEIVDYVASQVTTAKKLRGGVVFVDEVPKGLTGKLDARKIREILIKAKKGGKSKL
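Purified P. pyralis luciferase, 10 nM final, with Km-level 10 uM D-luciferin and 10 uM ATP in 50 mM Tris acetate pH 7.5, 10 mM Mg acetate, 0.01% Tween-20, 0.05% BSA; 6-point qHTS titration about 60 µM downward; luminescence read.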
Giardia killer: kills Giardia lamblia; actives 0.15% (n = 340,000); Giardia lamblia trophozoite viability; activity change, % at 7.66 µM, hits read low; in the data active = activity change below about -80%; inconclusive = between about -30% and that limit;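 also: parasites exposed to compound for two days anaerobically before the ATP read; % is scaled to controls: 0 for no effect and ±100 for the full control effect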
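Trophozoites 100 cells/well + cpd; 48 hrs, 37 deg C, anaerobic. ATPLite 1-Step added, 15-30 min RT, luminescence read (ATP-based viability).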
uPA surface inh: cell surface uPA generation inhibition; cell surface uPA generation assay, qHTS; Potency, µM (titrated, usually from 38.3 µM), inactives show at the top dose activity change, negative = inhibition, hits mostly inhibitors; actives 0.31% (n = 330,000); AID 540303; active = well fitted inhibition curve with a large enough effect; inconclusive = small, poorly fitted or top-dose-only effect; inactive = no such curve, though single readings can be large or run the other way; tested in mouse RAW 264.7 cells; also: potency is read from the fitted curve at half-maximal effect; % is scaled to controls: 0 for no effect and ±100 for the full control effect; nearly all actives have a fitted effect of over 55% in size
Active calls of the source: *; ? = inconclusive; . = not tested or not shown; & = joins results of further samples; [ ] = dose if it differs, or a comment. Unless noted, calls follow the shape of the dose curve; as a rule, active = well fitted curve in the direction sought with a large enough effect; inconclusive = small, poorly fitted or top-dose-only effect, or another doubt; inactive = no such curve, though single readings can be large; an effect the other way counts as inactive or inconclusive.

mol | NPC1 prom act | KCNH2 3.1 block | RORg inh | ELG1 genotoxic | VP16 counter | Coupling enz | Rab9 prom act | Tb PFK block | FLuc modulator | Giardia killer | uPA surface inh
c1ccc(NC2=NCCN2CC2CCCCCC2)cc1 | 0% | ? | . | 1% | . | . | -2% | -5% | -3% | -1 | -8%
Cn1nc(C(=O)Nc2ccc(-n3cnnn3)cc2)c2ccccc2c1=O | . | 4 | . | 4% | . | . | . | -11% | . | -11 | 1%
Cc1cccn2c(=O)c3cc(C(=O)NCCC4=CCCCC4)n(C)c3nc12 | 13% | 7 | 3% | 5% | 3% | . | 0% | -1% | 1% | -10 | -18%
Cc1ccc(NC(=O)CCc2c(C)nn(-c3ccc(N4CCOCC4)nn3)c2C)cc1 | 6% | 4 | 13% | 11% | -3% | 3 | 25% | -1% | ? | 10 | -5%
CC(C)(C)c1ccc(/C=C/C(=O)NCCCn2ccnc2)cc1 | -1% | -19 | 9% | 11% | -1% | 0 | 6% | 0% | ? | -2 | -9%
CC1(C)CC(=O)C=C(NC2CC(C)(C)NC(C)(C)C2)C1 | 1% | -6 | -3% | 4% | 7% | 3 | 6% | 3% | 5% | -8 | 5%
CCOC(=O)c1cnc(SCC#N)nc1N | -3% | 17 | -4% | 2% | -16% | 3 | -4% | 0% | 1% | -7 | 2%
Cc1cc(N2CCN(C)CC2)nc2ccc(NC(=S)N3CCN(c4cccc(Cl)c4)CC3)cc12 | -4% | ? | -20% | 7% | -23% | 2 | -2% | -2% | 1% | -81* | 3%
CC(C)c1nc(CNC(=O)CC2C(=O)NCCN2Cc2ccoc2)cs1 (stereo not given) | 0% | -2 | -2% | 1% | 4% | -1 | 8% | 0% | 0% | -14 | 2%
CNC(=O)CSCc1c(F)cccc1Cl | 0% | 8 | -19% | -2% | 2% | 0 | -2% | -1% | 6% | -5 | .
COc1ccc(-c2noc3c2-c2nc(C4CCCCC4)sc2CC3)cc1 | -6% | -5 | 1% | -3% | 3% | 6 | -2% | -4% | -1% | 31[activator] | 8%
CC(=O)OCC1OC(OC2C[C@]3(C)C(CC(O)C4C([C@](C)(CCC=C(C)C)OC5OC(CO)C(O)C(O)C5O)CC[C@]43C)[C@@]3(C)CCC(O)C(C)(C)C23)C(O[C@@H]2OC(C)C(O)C(O)C2O)C(O)C1O (stereo not given in full) | . | -1 | . | 1% | . | . | . | 0% | . | 1 | -5%
O=C(CCl)N1CCN(S(=O)(=O)c2ccc3ccccc3c2)CC1 | -5% | -21 | ? | -1% | ? | 0 | -32%[inhibitor] | -1% | -1% | -16 | -5%
CNS(=O)(=O)c1ccc(NC(=O)Nc2cccc(F)c2)cc1 | 12% | 14 | 36% | 1% | 2% | -7 | ? | ? | 19µM* | 13 | -1%
Cc1ccc(CCNC(=O)CCc2nc3ccccc3[nH]2)cc1 | -3% | -8 | 35%[10 µM] | -2% | -10% | 3 | -5% | 1% | 8% | -8 | -6%
COc1ccc(/C=N/NC(=O)c2cccc(O)c2)cc1Cn1nc(C)c([N+](=O)[O-])c1C | -5% | 2 | 40% | -1% | 12% | 3 | -4% | -6% | -3% | 11 | ?
O=C(NCCCN1CCCC1=O)c1ccc(S(=O)(=O)Nc2cccc(C(F)(F)F)c2)cc1 | 0% | -1 | . | -6% | . | . | -2% | -1% | 4% | -24 | 0%
CN(Cc1ccccc1)S(=O)(=O)c1nnc(NC(=O)c2ccc(F)cc2)s1 | -1% | 6 | -10% | -9% | -20% | . | -5% | -2% | 1% | -5 | 5%
COCCNC(=O)/C(C#N)=C/c1c(N2CCN(c3ccc(OC)cc3)CC2)nc2c(C)cccn2c1=O | 5% | 2 | 16% | -5% | -1% | -1 | -1% | 1% | -1% | -10 | -5%
Cn1c(CCNC(=O)C2CCCCC2)nc2cc([N+](=O)[O-])ccc21 | -4% | 0 | 2% | -4% | -4%[10 µM] | 5 | 21% | 0% | 0% | 0 | -3%
COc1ccc(/C=N\NC(=O)C2C(=O)NCC2c2ccccc2)cc1O (stereo not given) | -1% | 2 | 9% | 0% | 0% | -2 | -1% | 6% | 0% | 14 | 7%
Cc1cccc(N2CCN(C(=O)C3CCC(=O)N(C4CC4)C3)CC2)c1C (stereo not given) | 3% | -3 | 3% | -2% | -2% | 1 | 2% | -1% | -13% | -10 | -15%
C=CCOc1ccc(C2=NOC(C(=O)Nc3ccc4c(c3)OCCO4)C2)cc1OC (stereo not given) | 3% | 4 | 7% | -3% | 9% | 2 | -1% | 9% | -14% | 8 | -2%
O=C(NC(=S)N1CCN(c2ccc(Cl)cc2[N+](=O)[O-])CC1)c1cccs1 | -1% | -13 | 0.28µM* | 3% | . | 7 | 0% | -5% | 9% | 3 | -5%
COc1ccc(Cc2n[nH]c(=S)n2-c2ccc3c(c2)OCCO3)cc1 | 1% | 14 | 8.9µM* | 0% | -1% | 2 | -4% | -9% | -1% | 13 | -10%
COCc1cc(C)nc(SCC(=O)Nc2ccc(C)c(C)c2)c1C#N | ? | -8 | -35% | ? | -16% | 0 | ? | -2% | ? | 5 | 0%
COc1ccc(C(=O)Nc2ccccc2NC(=O)c2ccco2)cc1OC | -2% | -4 | 12% | 0% | -1% | 2 | 6% | -1% | 1% | -18 | -8%
COc1cccc(OC)c1C(=O)Nc1cc(C)nn1-c1nc2ccccc2[nH]1 | -5% | 2 | 3.5µM* | -11% | ? | -1 | -1% | -6% | 2% | 36[activator] | .
CCC1(c2ccc(F)cc2)NC(=O)N(CC(=O)Nc2ccc(S(N)(=O)=O)cc2)C1=O (stereo not given) | -5% | -6 | 13% | -1% | -5% | 0 | 19% | 7% | 0% | 9 | -27%
O=c1[nH]c(C2CCCN(S(=O)(=O)c3ccccc3)C2)nc2c1nnn2Cc1ccc(OC(F)(F)F)cc1 (stereo not given) | -8% | 22 | -2% | 0% | -5% | . | -5% | -4% | 0%&2% | -10 | 4%

The closing three entries of the part above are carried over, then new ones follow:
mol | NPC1 prom act | KCNH2 3.1 block | RORg inh | ELG1 genotoxic | VP16 counter | Coupling enz | Rab9 prom act | Tb PFK block | FLuc modulator | Giardia killer | uPA surface inh
COc1cccc(OC)c1C(=O)Nc1cc(C)nn1-c1nc2ccccc2[nH]1 | -5% | 2 | 3.5µM* | -11% | ? | -1 | -1% | -6% | 2% | 36[activator] | .
CCC1(c2ccc(F)cc2)NC(=O)N(CC(=O)Nc2ccc(S(N)(=O)=O)cc2)C1=O (stereo not given) | -5% | -6 | 13% | -1% | -5% | 0 | 19% | 7% | 0% | 9 | -27%
O=c1[nH]c(C2CCCN(S(=O)(=O)c3ccccc3)C2)nc2c1nnn2Cc1ccc(OC(F)(F)F)cc1 (stereo not given) | -8% | 22 | -2% | 0% | -5% | . | -5% | -4% | 0%&2% | -10 | 4%
Cc1ccc(NC(=O)COC(=O)CNC(=O)C2CCCCC2)c(Br)c1 | -1% | 13 | 3% | 2% | -8% | 1 | 11% | 3% | -7% | -13 | 14%
Cc1cc(C)c2nc(N3CCCC(C(=O)N4CCN(c5ncccn5)CC4)C3)sc2c1 (stereo not given) | 2% | 7 | 18% | -23% | 5% | 1 | -3% | 2% | -15% | 8 | 4%
O=C1NC(c2cccnc2)C(C(=O)c2cccs2)C(O)(C(F)(F)F)N1 (stereo not given) | 1% | -10 | 48% | 2% | -3% | 1 | -9% | 2% | 2% | 9 | 1%
CC1CCc2nc(NC(=O)c3cc(C(C)(C)C)nn3C)sc2C1 (stereo not given) | 1% | -1 | -13% | -3% | -11% | 2 | 8% | 0% | ? | -9 | ?
Cc1csc(Nc2ccccc2C(F)(F)F)n1 | 6% | -8 | -33% | -2% | -3% | . | -1% | -3% | ? | 5 | 4%
Clc1ccc(-n2nnnc2-c2cnc3ccccc3c2-c2ccccc2)cc1 | -8% | -11 | 36% | -6% | -3% | -1 | -3% | 5% | 4% | -11 | -1%
Cn1c(=O)n(C)c2cc(CN3C(=O)OC(C)(C)C3(C)O)ccc21 (stereo not given) | -2% | 40 | ? | ? | -4% | 2 | 1% | -1% | 6% | 10 | 9%
O=C1c2ccccc2C(=O)c2c1cccc2-n1nnc2ccccc21 | 2% | -6 | -9% | 0% | -10% | 1 | -4% | 4% | 2% | 8 | -3%

Complete entries as entered above. Order of values: NPC1 prom act	KCNH2 3.1 block	RORg inh	ELG1 genotoxic	VP16 counter	Coupling enz	Rab9 prom act	Tb PFK block	FLuc modulator	Giardia killer	uPA surface inh
`Clc1ccc(-n2nnnc2-c2cnc3ccccc3c2-c2ccccc2)cc1` as listed: -8%	-11	36%	-6%	-3%	-1	-3%	5%	4%	-11	-1%
`Cc1csc(Nc2ccccc2C(F)(F)F)n1` as listed: 6%	-8	-33%	-2%	-3%	.	-1%	-3%	?	5	4%

Bioassay records: PubChem BioAssay, National Center for Advancing Translational Sciences (NCATS)
